NCI-60 one-dose screen, 48 h, at 10 µM unless noted. Numbers give growth in % (100 = growth as untreated, 0 = no growth, -100 = all killed).
OVCAR-3: OVCAR-3 ovarian cancer. 79,000 compounds, 7% hits. AID 1794787
OVCAR-8: OVCAR-8 ovarian cancer; 81,000 compounds, 4.4% hits
U251: U251 CNS tumor cells; 80,000 compounds, 5.4% hits; AID 1794753
DU-145: DU-145 prostate cancer | 81,000 compounds, 4.2% hits | AID 1794760
SNB-19: SNB-19 CNS cancer cells; AID 1794751; 81,000 compounds, 2.5% hits
PC-3: PC-3 prostate cancer cells. AID 1794754. 80,000 compounds, 3.9% hits
SF-539: SF-539 CNS cancer; 81,000 compounds, 6.8% hits
SF-268: SF-268 CNS cancer cells. 82,000 compounds, 3.1% hits. AID 1794759
SF-295: SF-295 CNS cancer cells. 79,000 compounds, 5.6% hits. AID 1794758
* hit, by the source's call; . = not tested or not shown; & = joins results of further samples. The calls were made as follows: active = growth percent below 10; inactive = the rest.

SMILES	OVCAR-3	OVCAR-8	U251	DU-145	SNB-19	PC-3	SF-539	SF-268	SF-295
O=C1Nc2ccccc2/C1=N/N=C/c1sc2ccccc2c1Br	101	100	100	103	96	94	92	95	102
COc1cccc(-c2nc3sccn3c2-c2ccnc(NCCNS(=O)(=O)c3ccc(Br)cc3)c2)c1	85	74	.	80	71	55	89	64	74
Cc1ccc(C2=Nn3c(nnc3-c3ccccc3)SC2)cc1	.	26	26	22	31	35	11	50	10
COc1ccc(/C=C2\COc3ccc(O)c(O)c3C2=O)cc1	11	7.4*	13	19	42	18	-37*	2.9*	49
CC(C)CCC[C@@H](C)[C@H]1CC[C@H]2[C@@H]3CC[C@H]4C[C@@H](N(C)C)CC[C@]4(C)[C@H]3CC[C@]12C	112	104	100	109	103	91	101	101	101
CCOc1nc(-c2ccccc2)cc2c(O)c(-c3nnc(-c4ccccc4)o3)[nH]c(=O)c12	102	100	92	106	102	99	102	100	102
O=C1CSC(c2cn(-c3ccccc3)nc2-c2cccc([N+](=O)[O-])c2)N1c1cccc(F)c1 (configuration not stated)	124	104	105	116	104	96	89	110	102
CCc1ccc(C)[n+]([O-])c1	123	89	98	119	103	102	105	110	97
Cc1cccc(F)c1C	110	97	96	102	102	90	93	101	97
Cc1ccccc1NC(=O)Oc1cccc(OC(=O)c2ccccc2)c1	100	95	106	129	109	100	103	117	98
COc1cc(C)cc(-c2nn(CC(N)=O)cc2-c2ccnc(Oc3ccc[n+]([O-])c3)n2)c1	105	109	105	107	99	98	101	100	103
Nc1cccc2ccc(S(=O)(=O)O)cc12	114&106&111	107&98	105&99&100	120&128&106	101&104&107	97&97&102	96&100&107	129&105&103	105&108&114
NC(CCC(=O)O)C(=O)NNc1n[nH]c(=S)n1N (configuration not stated)	101	108	111	117	95	103	99	101	111
Cc1ccc(/C=C2\COc3ccc(O)c(O)c3C2=O)cc1	-21*	4.9*	-3.4*	4.3*	25	-10*	-64*	-38*	33
O=C(/C=C/c1ccccc1)c1ccc(Br)cc1	103	108	98	109	91	101	109	97	94
FC(F)c1nc2nc(Cl)c(Cl)nc2[nH]1	105	105	101	97	92	113	103	93	103
Fc1ccc2cc(Cc3nnc(Sc4cccnc4)n3CCCc3cnc[nH]3)[nH]c2c1	105	98	97	108	88	97	96	96	93
O=S(=O)(NCCCNc1nccc(-c2c(-c3ccc(F)c(O)c3)nc3sccn23)n1)c1ccc(F)cc1	21	-12*	2.8*	11	20	8.2*	18	9.6*	-12*
COc1ccc2nc3cc(Cl)ccc3c(NCCCNCCO)c2c1	.	-23*	-45*	5.6*	4.9*	-31*	-10*	-13*	3.5*
Nc1[nH]nc2ncn3c4ccccc4nc3c12	112	98	100	117	95	98	104	108	98
CC/C=C\C[C@H](O)C/C=C1\CC(CCO)=CC1=O	111	103	89	107	99	86	109	99	107
CC[n+]1cccc(O)c1	114	91	98	108	109	71	100	121	195
Cc1nc2ccccc2c(/C=C/c2cccs2)c1C(=O)c1ccccc1	87	90	85	100	80	83	101	91	79
CCOC(=O)c1c(C)nc2c(c1N)/C(=C/c1cccs1)C(=O)N2CCc1ccc(OC)c(OC)c1	109	.	107	98	91	78	102	101	109
OC1CC2c3ccccc3C1c1ccccc12 (configuration not stated)	112	106	96	117	117	100	108	105	107
Further results
SMILES	OVCAR-3	OVCAR-8	U251	DU-145	SNB-19	PC-3	SF-539	SF-268	SF-295
NC(=O)C1CC1	115	114	.	113	101	97	101	105	103
Cc1ccc(S(=O)(=O)NC(=O)c2ccccc2)cc1	117	100	94	108	104	99	100	101	96
O=S(=O)(Nc1ccc(S(=O)(=O)N2CCOCC2)cc1)c1ncsc1-c1ccccc1	.	102	99	109	89	92	99	96	97
Cc1cc(=O)oc2cc(OCC(=O)Nc3ccc(C(=O)/C=C/c4ccccc4)cc3)ccc12	102	93	59	99	85	70	.	85	97
C[N+]1(CCCCCCCCCC[N+]2(C)CCCCCC2)CCCCCC1	121	108	101	102	115	97	97	109	109
CC(=O)c1cc2c(cc1Cl)C(C)(C)CCC2(C)C	117	104	104	113	103	94	97	106	88
C[C@@H]1CC2C3CCC4=CC(=O)C=C[C@]4(C)[C@@]3(F)[C@@H](O)C[C@]2(C)[C@@]1(O)C(=O)COP(=O)(O)O (some centres not stated)	117	85	103	110	91	85	88	95	114
O=C(Sc1nc2ccccc2[nH]1)c1ccc(-n2c(=O)[nH]c3ccccc3c2=O)cc1	100	105	102	112	95	106	97	92	98
Cc1ccc(Nc2c(C(N)=O)cnc3ccc(-c4csc(N)n4)cc23)cc1	108	101	.	103	102	98	92	106	99
Cn1c(=O)c2c(nc(CCc3ccccc3)n2C)n(C)c1=O	100	100	104	118	95	86	109	108	110
O=C(N=Nc1c(O)[nH]c2ccc(Cl)cc12)c1ccc2nc(-c3ccccc3)[nH]c2c1	109	21	-71*	11	-52*	51	34	22	64
COc1ccc(C2=NN(c3ccc(S(C)(=O)=O)cc3)C(=O)CC2)cc1	106	105	.	101	99	92	95	100	96
O=c1c2cccc(Br)c2[nH]c(=S)n1-c1ccc(S(=O)(=O)Nc2ccc(Cl)nn2)cc1	105	101	104	106	94	101	100	99	102
CC(=O)c1cc2c(cc1C)C(C)(C)CCC2C (configuration not stated)	102	105	97	103	101	91	104	99	98
Nc1nc(N)c2c(n1)NC(c1ccc(F)cc1)CC(c1ccc(Nc3nc(NCCO)nc(N4CCOCC4)n3)cc1)=N2 (configuration not stated)	88	84	77	94	89	85	82	66	105
CC(C)=C[C@@H]1CC2Cc3ccc(Cl)c(C)c3N1O2 (some centres not stated)	115	100	105	112	100	.	96	107	103
O=C(Cn1cc[n+](CC(=O)c2ccc(F)cc2)c1)Nc1cccc2cccnc12	108	100	99	110	95	107	96	91	101
Cc1ccc(C(=O)Nc2cc(-c3ccncc3)cc(C(F)(F)F)c2)cc1C#Cc1cnc2cccnn12	96	50	66	69	93	75	32	79	46
O=C1COCCN1c1ccc(Nc2nc(Cl)nc(OCCCl)n2)cc1	98	98	96	101	105	101	94	93	103
CCCCCC(=O)NCc1ccccc1	106	103	97	109	105	103	107	99	93
CC(=O)[C@@H]1CC[C@]2(C(=O)n3ccnc3)CC[C@]3(C)[C@H](CC[C@@H]4[C@@]5(C)Cc6c([nH]c7ccccc67)C(C)(C)[C@@H]5CC[C@]43C)[C@@H]12	79	91	88	98	88	64	97	91	83
COc1ccc(-c2c(N)n[nH]c2-c2cc(Cl)ccc2O)cc1	94	88	92	103	97	94	97	78	98
COc1ccc(C2Sc3ccccc3NC3=C2C(=O)c2ccccc23)cc1 (configuration not stated)	82	98	96	89	101	88	100	86	94
c1ccc2cc(Cn3cc(CSc4nc5ccccc5s4)nn3)ccc2c1	103	91	96	109	93	93	95	96	97
CCC(C)[C@H](NC(=O)OC(C)(C)C)C(=O)Nc1cccc(-c2cc(=O)c3c(OC)c(OC)c(OC)cc3o2)c1 (some centres not stated)	107	81	92	88	95	75	93	91	88
Further records
SMILES	OVCAR-3	OVCAR-8	U251	DU-145	SNB-19	PC-3	SF-539	SF-268	SF-295
C[C@@]1(O)[C@H](c2ccccc2Br)OC(=O)N1CCc1ccc2c(c1)OCO2	113	97	91	108	104	81	106	102	100
COc1ccc(-c2nc3sc4cc(OC)ccc4n3c2-c2nc3c(C)c(C)ccc3[nH]2)cc1	111	110	104	107	102	83	92	113	95
CC1(c2cc3ccccc3oc2=O)NC(=O)c2ccccc2N1 (configuration not stated)	110	.	93	103	96	86	94	94	94
Nc1ccc2c(c1)C(O)c1cccc(C(=O)O)c1-2 (configuration not stated)	111	111	97	110	101	86	96	107	102
Cn1c(-c2cccc(OC(F)(F)F)c2)cc(=O)c2cc(N3CCCC3)ccc21	93	91	90	92	94	79	89	93	99
COc1ccc(Cc2nn(CC(=O)N/N=C/c3ccc(C)cc3)c(=O)c3c(C)noc23)cc1	115	96	93	111	96	96	98	94	101
COc1ccc(/C=N/NC(=O)c2c(N)nn(C)c2Nc2ccccc2)cc1	.	71	33	76	37	56	40	59	9.9*
C=CCN1C(=O)/C(=C/c2ccc(OC)cc2OC)SC1=Nc1ccc(Cl)c(Cl)c1	115	95	105	108	89	97	91	101	98
COc1cc(-c2nnc(SCC(=O)Nc3ccc(C(=O)/C=C/c4ccccc4)cc3)n2-c2ccccc2)cc(OC)c1OC	98	95	91	97	90	81	100	105	93
O=C(CCN1CCCC1)Nc1ccc2c(Nc3ccccc3)c3ccccc3nc2c1	-25*	7.5*	0.5*	-28*	18	20	-63*	26	33
Cc1ccc(/C=C/C(=O)c2ccc(O)c(CN3CCN(c4cc5c(cc4F)c(=O)c(C(=O)O)cn5C4CC4)CC3)c2)cc1	69	39	.	68	29	37	70	44	51
O=S(=O)(Nc1ccc2c3c(cccc13)CC2)c1ccccc1	82	91	86	87	93	49	92	78	78
CCCn1nc(-c2ccccc2)c2c(-c3ccccc3)onc2c1=O	92	102	73	104	77	73	85	89	74
CN1CCN(CCCOC(=O)c2c3c(n4ccccc24)C(=O)c2ncccc2C3=O)CC1	0.5*	4.9*	-32*	-66*	1.8*	18	-13*	5.7*	-5.7*
C#C[C@@]1(O)[C@@H](CO)O[C@@H](n2c(C(F)(F)F)cc3c(N)ncnc32)[C@@H]1O	103	113	103	106	104	102	99	98	100
CC1(O)CCCC1O (configuration not stated)	104	105	100	112	96	95	100	102	93
N#Cc1nc2c(S(=O)(=O)c3ccc(Cl)cc3)c(N)n(CCCN3CCOCC3)c2nc1C#N	38	64	69	64	86	25	62	80	103
COc1ccc(-c2cc(-c3cccnc3)nc3sc4c(=O)[nH]c(-c5ccc(Cl)cc5)nc4c23)cc1OC	102	92	83	105	96	90	96	93	99
COc1ccc(CNc2cc3cc(OC)c(OC)cc3c(C)n2)cc1CN1CCOCC1	94	102	87	106	99	80	97	85	73
O=S(=O)(NCCNc1nccc(-c2c(-c3cccc(F)c3)nc3sccn23)n1)c1cccc2ccccc12	103	89	97	98	96	80	109	86	106
NC(=O)C(O)Cc1nonc1-c1ccccc1 (configuration not stated)	123	104	101	109	101	95	98	104	104
COc1cccc(/C=C2/C(=O)N(Cc3ccco3)SC2=S)c1OC	110	81	.	102	107	103	102	99	.
S=c1nc[nH]c2c1ncn2-c1ccccc1	119	107	101	125	101	86	99	120	101
COc1ccc(-c2nc(-c3nc4cc(C)c(C)cc4[nH]3)cc3c2[nH]c2ccccc23)cc1	-4.0*	37	11	85	83	41	5.9*	81	25
O=C(Nc1ccccc1Cl)c1cnc2ccc(C3CCNCC3)cn12	62	66	88	57	85	72	47	61	71

Entries of single compounds, quoted from the list. Order of screens: OVCAR-3	OVCAR-8	U251	DU-145	SNB-19	PC-3	SF-539	SF-268	SF-295
Listed for Fc1ccc2cc(Cc3nnc(Sc4cccnc4)n3CCCc3cnc[nH]3)[nH]c2c1 = 105	98	97	108	88	97	96	96	93
Listed for COc1ccc(/C=N/NC(=O)c2c(N)nn(C)c2Nc2ccccc2)cc1 = .	71	33	76	37	56	40	59	9.9*
Listed for O=C1Nc2ccccc2/C1=N/N=C/c1sc2ccccc2c1Br = 101	100	100	103	96	94	92	95	102
Listed for S=c1nc[nH]c2c1ncn2-c1ccccc1 = 119	107	101	125	101	86	99	120	101
Listed for CCCn1nc(-c2ccccc2)c2c(-c3ccccc3)onc2c1=O = 92	102	73	104	77	73	85	89	74

Additional compounds:
SMILES	OVCAR-3	OVCAR-8	U251	DU-145	SNB-19	PC-3	SF-539	SF-268	SF-295
Cc1cc(=O)oc2cc(OC(=O)N3CCOCC3)ccc12	103	105	111	105	99	98	101	98	102
CN(C)c1ccc(C(=C2C=CC(=[N+](C)C)C=C2)c2ccc(N(C)C)cc2)cc1	-91*	-45*	-88*	-92*	-76*	-31*	-71*	-74*	-55*
OC[C@H]1O[C@@H](O)[C@H](O)[C@@H](O)[C@@H]1O	118	101	99	118	120	87	116	113	98
O=C1O[C@H]2c3ccccc3-c3c4c(cc5c3[C@@H]2N1CC5)OCO4	109	89	83	117	92	66	101	98	102
CC(=O)c1c(C)[nH]c2c1c(-c1ccccn1)nc1ccccc12	93	110	106	96	102	92	95	99	89
COc1cc(/C=C/C(=O)c2cccnc2Nc2ccc(F)cc2)cc(OC)c1OC	16	1.6*	24	0.4*	62	.	56	22	58
Cc1cc(=O)n2nnc3cc(C(F)(F)F)ccc3n12	114	111	107	105	109	101	106	107	93
O=C(NCCN1CCOCC1)c1cncnc1Nc1ccc2c(ccn2Cc2ccccn2)c1	113	102	100	110	95	101	100	97	102
NS(=O)(=O)c1ccc(N2N=C(c3ccc(Br)cc3)CC2c2cn(-c3ccccc3)nc2-c2ccc(Cl)cc2)cc1 (configuration not stated)	95	91	87	95	96	73	104	85	93
CN1CCN(c2ccc(NC(=O)c3cncnc3Nc3ccc(OCc4ccccn4)c(Cl)c3)cc2)CC1	71	15	3.0*	57	70	61	-13*	69	61
C/C=C\C1=NCCN1CCO	106	96	94	125	97	105	95	104	121

Arranged by formula weight (rising): part of the list above
SMILES	OVCAR-3	OVCAR-8	U251	DU-145	SNB-19	PC-3	SF-539	SF-268	SF-295
Cc1cccc(F)c1C	110	97	96	102	102	90	93	101	97
CCOC(=O)c1c(C)nc2c(c1N)/C(=C/c1cccs1)C(=O)N2CCc1ccc(OC)c(OC)c1	109	.	107	98	91	78	102	101	109
CCC(C)[C@H](NC(=O)OC(C)(C)C)C(=O)Nc1cccc(-c2cc(=O)c3c(OC)c(OC)c(OC)cc3o2)c1 (some centres not stated)	107	81	92	88	95	75	93	91	88

Bioassay records: PubChem, NCI
